# Artemis endo inh: Artemis endonuclease inhibitors, primary screen, biochemical, fluorescence intensity, FAM/BHQ-1 hairpin substrate | inhibition, % at 10 µM | recombinant Artemis, quenched FAM hairpin cleavage fluorescence | 30,000 tested, 0.78% active;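 active = at 10 µM dose, at least 30% inhibition, measured as corrected fluorescence normalized to stimulator and neutral control wells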
# Target sequence (Q96SD1 whole entry, looked up): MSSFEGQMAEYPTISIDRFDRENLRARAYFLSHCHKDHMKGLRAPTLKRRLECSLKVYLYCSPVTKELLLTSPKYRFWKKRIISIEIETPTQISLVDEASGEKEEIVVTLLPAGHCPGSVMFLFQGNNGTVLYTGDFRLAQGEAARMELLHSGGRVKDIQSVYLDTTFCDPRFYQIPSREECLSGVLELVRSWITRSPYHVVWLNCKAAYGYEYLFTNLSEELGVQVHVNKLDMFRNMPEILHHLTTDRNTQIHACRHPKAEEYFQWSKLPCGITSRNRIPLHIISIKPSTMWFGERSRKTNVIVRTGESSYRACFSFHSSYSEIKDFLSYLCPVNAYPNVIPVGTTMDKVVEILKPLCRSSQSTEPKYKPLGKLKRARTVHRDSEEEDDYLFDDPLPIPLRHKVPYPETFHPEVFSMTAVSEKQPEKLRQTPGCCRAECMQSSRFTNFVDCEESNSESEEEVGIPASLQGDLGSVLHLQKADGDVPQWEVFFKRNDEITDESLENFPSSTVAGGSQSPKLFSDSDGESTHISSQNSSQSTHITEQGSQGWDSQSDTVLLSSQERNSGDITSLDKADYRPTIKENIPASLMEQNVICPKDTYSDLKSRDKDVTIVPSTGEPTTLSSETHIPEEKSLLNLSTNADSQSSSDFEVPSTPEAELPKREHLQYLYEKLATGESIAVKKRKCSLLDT
# Numbers without * were called inactive. The list is partial; rates above refer to the full screens.
SMILES,Artemis endo inh
O=C(CSc1nnc(CNC(=O)c2ccccc2F)o1)NCCc1ccccc1,7
Cc1cc(OCC(=O)Nc2ccc3c(c2)OCCO3)cc(C)c1Cl,-8
c1ccc(-c2c[nH]c3[n+]2CCCCC3)cc1,-12
O=C(Nc1ccc(C(F)(F)F)cc1)C1CC(=O)N(c2ccc3c(c2)OCCO3)C1 (stereo not given),1
O=C(CCc1ccc(S(=O)(=O)NC2CCCCC2)cc1)Nc1ccccc1,3
CN(C)c1ccc(C=NCC2(O)CCOC(C)(C)C2)cc1 (stereo not given),-2
CCC1(CC)NC(=O)N(CC(=O)OCC(=O)Nc2ccc(C(F)(F)F)cc2)C1=O,9
CCOC(=O)c1c(NC(=O)CNCC(O)CO)sc(C)c1C (stereo not given),2
O=C(CSc1ncn[nH]1)Nc1ccc(S(=O)(=O)N2CCCC2)cc1,-11
COc1cc(NC(=O)CCc2ccccc2)c(C(=O)O)cc1OC,-6
N#Cc1ccc(Nc2ccccc2)c(N)c1,1
O=C(OCC#CCSc1nc2ccccc2o1)c1cc2ccccc2o1,2
Cc1ccc2nc(C)cc(NCCO)c2c1,-4
O=C(Nc1ccc(Cl)cc1)N1CCC(c2nc(-c3ccccc3Cl)no2)CC1,10
CC(=O)Oc1ccc(C)cc1N1C(=O)c2ccc(C(=O)O)cc2C1=O,0
CCC(NC(=O)Nc1nnc(C(F)(F)F)s1)(C(F)(F)F)C(F)(F)F,0
Cc1cc(C=O)c(C)n1-c1ccc(N2CCOCC2)cc1,5
CCN(CC)S(=O)(=O)c1ccc(Cl)c(C(=O)N2CCc3ccccc32)c1,-6
CCC(=O)c1ccc(OCC(O)CN2CCN(S(=O)(=O)N3CCCCC3)CC2)cc1 (stereo not given),-9
CCOC(=O)Cn1nnc2c(sc3nc4c(c(-c5ccc(Cl)cc5)c32)CCC4)c1=O,7
Cc1csc(NC(=O)c2cccs2)n1,-9
O=C(Nc1nc2nc(-c3ccccc3)cc(=O)n2[nH]1)c1ccccc1,-1
[2H]c1c([2H])c([2H])c(-c2nc(N3CCCCCC3)sc2C(=O)c2ccccc2)c([2H])c1[2H],13
CCOC(=O)c1cc(=O)n2[nH]c(-c3ccc(C)cc3)cc2n1,0
Cc1ccc(NC(=O)CCn2nc(C)cc2C)c(C)c1,-4
CSc1nc(N)nc(SCC(=O)c2ccccc2)c1C#N,-1
Cc1ccc2nc(SCC(=O)N(CC(C)C)c3c(N)n(CC(C)C)c(=O)[nH]c3=O)[nH]c2c1,-1
CCCCOc1ccc2ccccc2c1C=O,10
O=C(CN1C(=O)c2ccccc2C1=O)NCC(=O)OCC(=O)c1ccc(Br)cc1,3
CCc1cc2c(N[C@@H](C)C(=O)O)ncnc2s1,0
Cc1nn(C(=O)c2ccco2)c(C)c1Sc1ccc(Br)cc1,1
CCCC(=O)Nc1ccc(N2CCN(C(=O)c3ccccc3C)CC2)cc1,-1
COc1ccc(S(=O)(=O)N2CCC(C(=O)Nc3ccc(OC)c(OC)c3)CC2)cc1C,6
Cc1nnc(SCc2ccccc2)n1N,-13
CCOC(=O)c1[nH]c2ccc(OC)cc2c1NC(=O)NC(C)C,-2
COc1ccc(CN(C(=O)c2ccco2)c2ccccc2)cc1,-1
O=C1Nc2cc(C(=O)N3CCN(Cc4ccccc4)CC3)ccc2SC1N1CCOCC1 (stereo not given),-2
N#CC1=C2SCC(O)(c3ccccc3)N2C(=O)CC1c1ccccc1 (stereo not given),5
CC1(C)SC(=S)N(Cc2ccc3c(c2)OCO3)C1N(O)C(=O)NC1CCCCC1 (stereo not given),10
COc1ccc(OCCCn2c(=O)oc3ccccc32)cc1,1
Cc1ccc(CCN2CC(C(=O)NCc3ccco3)CC2=O)cc1 (stereo not given),19
CC1(C)COC(c2cc([N+](=O)[O-])ccc2Cl)=N1,-3
CCc1ccccc1NC(=O)CCc1nc(-c2ccc(C)cc2)no1,-9
C=CCn1c(-c2ccoc2)n[nH]c1=S,-5
COc1ccc(NC(=O)c2ccc3c(c2)OCO3)cc1Cl,1

# Copied from the results shown (ten entries):
SMILES,Artemis endo inh
COc1ccc(CN(C(=O)c2ccco2)c2ccccc2)cc1,-1
O=C1Nc2cc(C(=O)N3CCN(Cc4ccccc4)CC3)ccc2SC1N1CCOCC1 (stereo not given),-2
N#CC1=C2SCC(O)(c3ccccc3)N2C(=O)CC1c1ccccc1 (stereo not given),5
CC1(C)SC(=S)N(Cc2ccc3c(c2)OCO3)C1N(O)C(=O)NC1CCCCC1 (stereo not given),10
COc1ccc(OCCCn2c(=O)oc3ccccc32)cc1,1
Cc1ccc(CCN2CC(C(=O)NCc3ccco3)CC2=O)cc1 (stereo not given),19
CC1(C)COC(c2cc([N+](=O)[O-])ccc2Cl)=N1,-3
CCc1ccccc1NC(=O)CCc1nc(-c2ccc(C)cc2)no1,-9
C=CCn1c(-c2ccoc2)n[nH]c1=S,-5
COc1ccc(NC(=O)c2ccc3c(c2)OCO3)cc1Cl,1

# The listing continues.
SMILES,Artemis endo inh
Cc1cc(C)n2nc(SCC(=O)N(C)C)nc2n1,3
O=C(c1ccccc1)C(Cn1cncn1)C(Sc1ccccc1)c1ccccc1 (stereo not given),8
CCOc1ccc2[nH]c(=O)c(CN(CCO)C(=O)CC)cc2c1,-6
COc1ccc(Br)cc1/C=N/NC(=O)c1ccc(COc2ccc3c(c2)CCC3)o1,3
COc1ccc(C(=O)NCCSCc2ccc(C)cc2)cc1,-6
CCOC(=O)C(NC(C)=O)(Nc1ccc(S(=O)(=O)Nc2nccs2)cc1)C(F)(F)F (stereo not given),7
CC(C)CC1NC(=O)N(CC(=O)N2CCN(S(=O)(=O)c3ccc4ccccc4c3)CC2)C1=O (stereo not given),-3
O=C1CCC(C(=O)N(c2ccccc2)C2(C(=O)NC3CCCCC3)CCCCC2)N1 (stereo not given),11
Cc1cc(C)n(-c2cc(Cl)cc(Cl)c2)c(=O)c1C#N,-4
CNCc1ccccc1Sc1ccc(OC)cc1,-10
Cc1cc(C)c(C)c(OCCCn2ccnc2)c1,3
CCOC(=O)COn1c(=O)c[n+]([O-])c2ccccc21,-2
Cc1csc(NC(=O)Cc2nn(C)c(=O)c3ccccc23)n1,1
COc1ccc(C(c2nnnn2Cc2ccccc2)N2CCN(C(=O)c3ccco3)CC2)cc1OC (stereo not given),5
N#Cc1c(-c2ccccc2)ccn(Cc2ccc(Cl)cc2)c1=O,6

# The closing 6 compounds of the section before are carried over, then new ones follow.
SMILES,Artemis endo inh
CNCc1ccccc1Sc1ccc(OC)cc1,-10
Cc1cc(C)c(C)c(OCCCn2ccnc2)c1,3
CCOC(=O)COn1c(=O)c[n+]([O-])c2ccccc21,-2
Cc1csc(NC(=O)Cc2nn(C)c(=O)c3ccccc23)n1,1
COc1ccc(C(c2nnnn2Cc2ccccc2)N2CCN(C(=O)c3ccco3)CC2)cc1OC (stereo not given),5
N#Cc1c(-c2ccccc2)ccn(Cc2ccc(Cl)cc2)c1=O,6
Cc1ccc2c(c1)NC(C(C)(C)C)CO2 (stereo not given),0
CCn1nc(C)c(NC(=O)CCCSc2nc(-c3ccco3)cc(C(F)(F)F)n2)c1C,-8
COc1ccc(N2C3=C(CC4=C2CCCC4=O)C(=O)CCC3)cc1,14
CCOC(=O)c1c(C)n(C)c2ccc(O)c(CN3CCC(C)CC3)c12,0
O=C(c1cc(-c2ccccc2Cl)on1)N1CCN(C(=O)c2ccco2)CC1,-8
COc1ccc(CN(Cc2cc3cc4c(cc3[nH]c2=O)OCO4)C(=O)NC2CCCCC2)cc1,21
N/C(=N\OC(=O)Oc1ccccc1)c1ccc(Br)cc1,-5
CS(=O)(=O)N(CC(=O)N1CCc2ccccc2C1)c1ccc2c(c1)OCO2,-14
CCC(NS(=O)(=O)c1c(C)[nH]c(=O)[nH]c1=O)C12CC3CC(CC(C3)C1)C2 (stereo not given),-6
CCOC(=O)N1CCC(NC(=O)C2CCCN(C(=O)N3CCOc4ccccc43)C2)CC1 (stereo not given),3
CCCS(=O)(=O)N1CCC(C(=O)NCCN(C)Cc2ccccc2)CC1,-2
CC(=O)Nc1nc(-c2ccc(Br)s2)cs1,-7
O=C(NCc1ccco1)c1ccc(COc2ccccc2Cl)cc1,15
CCOC(=O)N1CCN(S(=O)(=O)c2ccc(C)c(C)c2C)CC1,-3
C=CCSc1nc2c(c(=O)[nH]c(=O)n2C)n1C/C=C(/C)Cl,6
Cc1ccc(N(CC(=O)N/N=C/c2cc(C)n(-c3ccccc3)c2C)S(C)(=O)=O)c(C)c1,7
CCCn1c(C(O)c2ccc(OC)cc2)nc2ccccc21 (stereo not given),-1
CCOC(=O)/C(C#N)=C/C1=C(N2CCCC2)CC(C)(C)OC1,-4
CCN(c1ccccc1)S(=O)(=O)c1ccc(C(=O)Nc2nnc(COC)o2)cc1,0
O/N=C/c1cc(Br)ccc1OCc1ccccc1F,11
N#Cc1c(Oc2ccc3ccccc3c2)sc(C(=O)c2ccccc2)c1N,4
O=C(O)c1[nH]nc2c1COc1ccccc1-2,-2
CCOC(=O)c1cnn(-c2nc(SC)nc3sc4c(c23)CCC4)c1N,5
Cn1ncc2c(Nc3ccccc3Br)ncnc21,-15
CC(=O)Nc1ccc(S(=O)(=O)c2c(N)n(CCN3CCOCC3)c3nc4ccccc4nc23)cc1,-11
O=C(CSCC(=O)NC1CC1)Nc1ccc2ccccc2c1,-11
CCC1(CC)NC(=O)N(CC(=O)Nc2sc3c(c2C(N)=O)CCC3)C1=O,18
CSc1nc(C)cc(SC(C(C)=O)C(=O)Nc2ccccc2)n1 (stereo not given),-4
COC(=O)C1=C(C)N=C2SC(C#N)=C(N)N2C1c1ccc(OC)cc1 (stereo not given),18
O=C(N/N=C/c1ccc(OCCCF)cc1)c1cc(OCC(F)(F)F)ccc1OCC(F)(F)F,-6
Cc1cc(C)n(-c2ncnc3c2oc2ccccc23)n1,-6
CCn1c(CCNC(=O)c2ccc(Cl)cc2)n[nH]c1=S,22
O=C1C=C(NCc2ccc(Cl)c(Cl)c2)C2(CCCCC2)O1,2
CC(C)Cn1c(-c2cccs2)nc2nc3ccccc3nc21,6
Cc1ccc(Cl)cc1N1CCN(C(=O)C2CCN(S(=O)(=O)c3c(C)nn(C)c3C)CC2)CC1,5
CCNC(=S)NCCN1CCCCC1,9
C=CCNC(=O)c1sc(SC)cc1-c1ccc(Cl)cc1,5
CCOc1ccc(CNc2ccc3c(c2)ncn3C)cc1,7
COc1ccc(NC(=O)OC(C)C)cc1,-8
COc1ccc(S(=O)(=O)N2CCN(C(=O)NCc3ccccc3)CC2)cc1,-2
COCC(=O)Nc1cc([N+](=O)[O-])ccc1C,7
CCc1ccc(NC2=NC(C(=O)c3ccccc3)CC(=O)N2)cc1 (stereo not given),-1
O=C(CC(=O)N/N=C/c1ccc(Cl)cc1Cl)NCc1ccccc1,-1
Cc1ccc(C)n1NC(=O)c1ccco1,2
Cc1cccc(OCCC(=O)Nc2ccc(S(=O)(=O)N3CCCC3)cc2)c1,-7
Cc1cc(C)c(Cn2c(=O)n(CCCC(=O)NCc3ccco3)c(=O)c3ccccc32)c(C)c1,5
CN(C(=O)c1coc(=O)c2ccccc12)c1ccc(F)cc1,-2
CC(C)C(NC(=O)c1cccc(S(=O)(=O)N2CCOCC2)c1)C(=O)NCCc1ccccn1 (stereo not given),-4
Cc1cccc(-n2c(C)cc(/C=N/n3cnnc3)c2C)c1,8
Cc1cc(C)c(S(=O)(=O)Nc2nnc(C)s2)c(C)c1,-7
Cc1sc(NC(=O)C2CCCCC2C(=O)O)c(C(N)=O)c1-c1ccccc1 (stereo not given),2
Cn1c(SCC(=O)c2ccc3c(c2)Cc2ccccc2-3)nnc1-c1ccccc1,3
COc1ccc(CC(=O)Nc2cccc(-c3nnc(-c4cccc(C)c4)o3)c2)cc1OC,4
CCC(=O)N1CCc2cc(S(=O)(=O)N3CCc4ccccc43)ccc21,0
Cc1c(C(=O)N2CCCCC2)sc(NC(=O)c2ccco2)c1C#N,-4
Cc1nn(C)c(C)c1NC(=O)CSc1nc(-c2ccccc2Cl)nc2c1cnn2-c1ccccc1,3
COc1ccccc1CNC(=O)C1CCN(S(=O)(=O)c2c(C)noc2C)CC1,0
CCCS(=O)(=O)N1CCCC(C(=O)NCCCN(C)c2ccccc2)C1 (stereo not given),-2
O=C(c1c(F)cccc1F)N1CCN(c2ccccc2F)CC1,-16
O=C(Cc1ccccc1)N[C@H](c1ccccc1)P(=O)(O)CO,-4

# (continued)
SMILES,Artemis endo inh
CCCN(CCC)S(=O)(=O)c1ccc2c(c1)CCCN2C(C)=O,-3
O=C(c1cccnc1)N1CCN(Cc2ccc3c(c2)OCO3)CC1,2
Nn1cc(-c2ccccc2)nc1SCC(=O)N1CCN(S(=O)(=O)c2ccc3ccccc3c2)CC1,-1
COc1ccc(-c2nc(C#N)c(NC(C)c3ccccc3)o2)cc1OC (stereo not given),6
COCC(C)n1c(C)cc(C(=O)COC(=O)c2c(C)nn(-c3ccccc3)c2C)c1C (stereo not given),-3
CCOc1ccc(Oc2nc(Nc3ccc(C)cc3)nc(N(C)C)n2)nn1,-7
Cc1ccc(SCc2cc(-c3ccc(Cl)cc3)on2)cc1,0
O=C1CC(c2cc3c(cc2Br)OCO3)C2=C(CCCC2=O)N1 (stereo not given),-3
CC(C(=O)Nc1ccccc1-c1ccccc1)N1CCCCC1 (stereo not given),-3
CC(=O)c1c(C)c[nH]c1C,0
Cc1cc(/C=C2\SC(N)=NC2=O)c(C)n1-c1ccccc1,1
CNc1oc(-c2ccco2)nc1C#N,3
CC(=O)Nc1c(C)ccc2nsnc12,-12
Cc1cc2occ(CC(=O)O)c2cc1C,-5
CCSC1=NC(C)(C)C=C(/C=C/c2ccc(Cl)cc2Cl)N1,6
CC(Oc1cccc2c1OC(C)(C)C2)C(=O)O (stereo not given),-4
CSc1nc(N)nc(SCC(=O)c2ccc(C)cc2)c1C#N,-8
CCOC(=O)c1cnn(-c2ccccn2)c1N,-2
N#CC1=C(N)N(c2ccccc2)C(c2ccccc2)C1(C#N)C#N (stereo not given),-3
COC(=O)c1ccc(CSc2nnc(CNC(=O)c3cccs3)o2)o1,-11
CC1(C)CC(=O)C=C(Nc2ccccc2NC(=O)c2cnccn2)C1,-1

# High-throughput results from PubChem BioAssay.
